Compound activity deposited in PubChem by Sanford-Burnham Center for Chemical Genomics.
mIAP act – increases mouse intestinal alkaline phosphatase activity | muIAP, CDP-Star luminescence, 30 min; hits give high values; 1 = vehicle-only enzyme signal, 0 = enzyme-free wells | activation factor at 10 µM | 0.24% of 330,000 active | AID 2805;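 active = activation factor of at least 2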; note: the source names both 10 and 20 µM as test concentration; values of inactives mirror those of a sister screen read the other way
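System: mouse IAP enzyme. Reagent: CDP-Star chemiluminescent phosphatase substrate. Benchmarks: DMSO wells, no-enzyme wells. Times: 30 min enzyme-substrate-compound incubation at room temperature. Detection: luminescence from enzymatic CDP-Star hydrolysis. Doses: test compounds delivered from DMSO solution.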
mIAP inh – mouse IAP inhibition | 0.2% of 330,000 active | inhibition, % at 10 µM | AID 2806 | purified mouse IAP, CDP-Star luminescence, 30 min;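 active = inhibition of at least 40% at 10 µM in the primary screen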;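 note: plate controls were DMSO with enzyme for no effect and no enzyme wells for full effect; values of inactives mirror those of a sister screen read the other way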
APOBEC3A inh – inhibitors of human APOBEC3A DNA deaminase. recombinant A3A, FAM/TAMRA ssDNA deamination fluorescence. inhibition, % at 20 µM. 0.41% of 330,000 active. AID 493011;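 active = at least 40% inhibition at 20 µM here, with at most 30% in a related deaminase screen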;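 note: plate controls were A3A with DMSO for no effect and wells lacking A3A enzyme for full effect; some results filed as inactive read as strong as hits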
Target sequence (P31941 whole entry, looked up): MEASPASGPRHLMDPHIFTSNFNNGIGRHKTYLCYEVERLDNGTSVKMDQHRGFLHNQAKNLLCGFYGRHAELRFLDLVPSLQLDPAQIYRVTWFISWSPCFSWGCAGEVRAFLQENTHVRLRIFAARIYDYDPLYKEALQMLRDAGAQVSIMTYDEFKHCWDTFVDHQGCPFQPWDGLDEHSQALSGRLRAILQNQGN
beta cell repl – induces beta-cell replication in MIN6 cells. AID 2380. 0.29% of 330,000 active. proliferation, % at 10 µM. MIN6 cells proliferation, ATPlite luminescence, 48 h; cells starved in 0.2% serum; 100% = growth in 10% serum;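 active = compounds whose signal lies at least 3.5 SD above the mean of all wells on their plate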;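 note: 0% = DMSO-treated cells in low-serum medium and 100% = 10% serum control; some compounds called inactive have numbers as strong as hits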
TIM10 inh – inhibits growth of TIM10 yeast strain | S. cerevisiae TIM10 strain growth, BacTiter-Glo luminescence, 24 h | inhibition, % at 10 µM | 1.4% of 330,000 active;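 active = inhibition of 40% or more at the single tested concentration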;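 note: wild-type TIM10 isogenic control strain grown at permissive 25 °C; 0% = DMSO yeast wells and 100% = minimal medium wells without yeast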
A3G deaminase – APOBEC3G (human) deaminase inhibition. Q9HC16. recombinant A3G, ssDNA deamination FAM/TAMRA fluorescence. inhibition, % at 20 µM. 0.28% of 330,000 active. AID 493012;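 active = inhibition of at least 40% at 20 µM, with no more than 30% in the related APOBEC3A deaminase screen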;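 note: plate controls were DMSO wells with A3G for no effect and wells lacking A3G enzyme for full effect; some compounds called inactive have numbers as strong as hits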
NLRP3 yeast inh – NALP3 inhibition in yeast; Yeast reconstituted NLRP3/ASC/caspase-1, beta-gal luminescence, 24 h; inhibition, % at 10 µM; 0.39% of 330,000 active;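 active = inhibition of 50% or more; inactive = inhibition below 50%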;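 note: plate controls were induced DMSO wells for no effect and uninduced yeast grown without galactose for full effect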
hIAP inh – human IAP inhibition. 0.12% of 330,000 active. P09923. purified IAP, CDP-Star luminescence, 30 min. AID 2544. inhibition, % at 10 µM;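 active = inhibition reaching a set limit with compound at 10 µM in the primary screen, cut at about 35% in these data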;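 note: plate controls were DMSO wells with enzyme for no effect and no-enzyme buffer wells for full effect; values of inactives mirror those of a sister screen read the other way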
Target sequence (P09923 whole entry, looked up): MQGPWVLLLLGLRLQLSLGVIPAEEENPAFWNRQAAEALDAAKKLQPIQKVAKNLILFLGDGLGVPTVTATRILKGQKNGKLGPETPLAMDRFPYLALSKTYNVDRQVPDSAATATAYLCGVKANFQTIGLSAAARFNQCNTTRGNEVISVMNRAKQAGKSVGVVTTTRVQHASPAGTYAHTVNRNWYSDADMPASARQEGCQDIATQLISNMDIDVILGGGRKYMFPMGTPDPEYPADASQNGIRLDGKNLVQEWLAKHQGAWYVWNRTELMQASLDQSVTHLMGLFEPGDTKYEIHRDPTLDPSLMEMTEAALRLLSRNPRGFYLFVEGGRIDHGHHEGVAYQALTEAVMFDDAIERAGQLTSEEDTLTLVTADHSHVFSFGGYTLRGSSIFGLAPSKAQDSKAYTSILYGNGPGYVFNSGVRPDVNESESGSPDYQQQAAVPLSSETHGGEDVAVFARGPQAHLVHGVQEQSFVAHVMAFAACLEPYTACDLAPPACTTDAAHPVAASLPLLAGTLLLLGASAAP
tim10-1 inh – growth inhibitors of tim10-1 mutant yeast; 2.2% of 330,000 active; S. cerevisiae tim10-1 ts strain growth, BacTiter-Glo, 24 h; inhibition, % at 20 µM;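 active = inhibition of at least 40%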;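 note: mutant grown at 25 °C; 0% = DMSO wells with yeast and 100% = wells holding no yeast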
The depositor's hits bear a star; / = not tested or not shown. Not a hit list. About 4.6% of those tested had a hit in this group.

SMILES	mIAP act	mIAP inh	APOBEC3A inh	beta cell repl	TIM10 inh	A3G deaminase	NLRP3 yeast inh	hIAP inh	tim10-1 inh
CCCNC(=O)C1CN(S(=O)(=O)c2ccc(C)cc2)c2ccccc2O1 (stereo not given)	0.96	4	-2	4	6	-12	26	23	3
Cc1ccc(C)c(N2CCN(C(=O)CCc3nc(-c4ccc(Cl)cc4)no3)CC2)c1	1.1	-9	1	/	8	-1	/	/	27
Cc1ccc(-c2nnc(NC(=O)CCS(=O)(=O)c3ccc(F)cc3)o2)c(C)c1	0.94	6	1	-7	-15	-9	11	-7	-7
CCOc1ccc(-c2noc(CCC(=O)NC3CCCCC3)n2)cc1OC	0.92	8	3	-2	-2	-12	12	-13	-11
O=C1c2cccnc2C(=O)N1Cc1ccc(S(=O)(=O)N2CCN(c3ccccc3)CC2)cc1	0.93	7	1	3	-12	-2	-1	23	-1
O=C(Nc1ccc(-n2cnnn2)cc1)C1CCCCC1	1	-1	0	-4	9	6	19	2	13
C=CCn1c(NCc2cc(Cl)ccc2O)nc2ccccc21	1.1	-13	-2	-4	0	-8	28	-16	14
CSC1CCCCC1(O)CSc1nc2c(cc1C#N)CCCC2 (stereo not given)	0.96	4	3	-2	10	15	18	-7	23
CCn1nc(C)c(Br)c1C(=O)Sc1ccccc1Cl	0.93	7	1	-4	12	-2	16	-10	12
CC(C)NC(=O)NC(=O)COC(=O)Cc1c(F)cccc1Cl	0.91	9	-2	-2	2	-7	18	2	11
COCCN(C(=O)/C=C/c1ccccc1)c1c(N)n(Cc2ccccc2)c(=O)[nH]c1=O	1	-2	1	0	-9	6	3	-5	1
CCC1=C/C(=C/c2sc3ccccc3[n+]2CC)CC(C)(C)C1	1	-5	21	-6	30	15	23	12	42*

Already shown: five of the compounds above.
SMILES	mIAP act	mIAP inh	APOBEC3A inh	beta cell repl	TIM10 inh	A3G deaminase	NLRP3 yeast inh	hIAP inh	tim10-1 inh
CSC1CCCCC1(O)CSc1nc2c(cc1C#N)CCCC2 (stereo not given)	0.96	4	3	-2	10	15	18	-7	23
CCn1nc(C)c(Br)c1C(=O)Sc1ccccc1Cl	0.93	7	1	-4	12	-2	16	-10	12
CC(C)NC(=O)NC(=O)COC(=O)Cc1c(F)cccc1Cl	0.91	9	-2	-2	2	-7	18	2	11
COCCN(C(=O)/C=C/c1ccccc1)c1c(N)n(Cc2ccccc2)c(=O)[nH]c1=O	1	-2	1	0	-9	6	3	-5	1
CCC1=C/C(=C/c2sc3ccccc3[n+]2CC)CC(C)(C)C1	1	-5	21	-6	30	15	23	12	42*

More records.
SMILES	mIAP act	mIAP inh	APOBEC3A inh	beta cell repl	TIM10 inh	A3G deaminase	NLRP3 yeast inh	hIAP inh	tim10-1 inh
CC(=O)C1=C(O)C(=O)N(c2cccc(Br)c2)C1c1ccccc1Cl (stereo not given)	1	0	-10	-1	-3	-7	8	-11	-13
COc1cc2c(cc1OC)[C@H](C)N(C(=O)COc1ccccc1)CC2	0.95	5	-5	-3	-3	-7	12	5	8
Cc1ccccc1CC(=O)NC1CCN(C)CC1	0.96	4	-6	-1	-1	-13	9	-4	4
Cc1cccc(C)c1NC(=O)Cn1c(=O)c2cccn2c2ccccc21	0.95	5	0	0	1	4	9	7	22
COc1ccc(C(CNc2ccc(S(C)(=O)=O)cc2[N+](=O)[O-])N(C)C)cc1OC (stereo not given)	0.94	6	0	-1	-2	-3	2	17	4
O=C1CN2NC(=S)N(c3ccc(Cl)cc3)C2=CN1c1ccc(Cl)cc1	1	0	-3	1	-6	3	23	-12	-19
COc1ccc(C(=O)NCc2nnc(SCC(=O)Nc3cc(OC)ccc3OC)o2)cc1	0.99	1	-6	-6	7	-9	4	-12	-6
CCOC(=O)c1cnc2c(C)cc(C)cc2c1NCCCN1CCOCC1	1	-1	-4	1	-1	-6	9	-16	0
Cc1ccc(-c2noc(CN(C)C(=O)Nc3ccc(F)cc3)n2)cc1	1.1	-10	-1	1	-13	-5	-13	-16	-6
CCCC(=O)NC(=S)N1CCN(c2ccc([N+](=O)[O-])cc2)CC1	1	-1	-8	1	12	-7	17	-5	16
Cc1ccccc1C(=O)N/N=C/c1ccc(OCC(=O)N2CCCCC2)cc1	0.96	4	4	-2	4	2	12	-11	0
CCCn1c(NCc2cccc(OC)c2OC)nc2ccccc21	1.1	-10	6	3	12	-5	7	-9	9
Cc1ccc(NC(=O)CN2CCC(NC(=O)c3cccc(F)c3)CC2)cc1C	1.2	-18	-5	-2	-12	-5	28	-2	-33
Cn1c(SCC(=O)Nc2ccc3c(c2)CCC3)nnc1C1CC1	0.97	3	3	1	12	-5	18	-8	-4
CCc1nnc(NC(=O)CSc2nnc(CNc3ccc(C)cc3)n2C)s1	0.92	8	-4	4	6	-6	16	-5	-5
Nc1c(C(=O)Nc2ccccc2)sc2nc3c(c(-c4ccco4)c12)CCCC3	0.85	15	-2	0	-16	-9	15	-6	18
FC(F)Oc1cccc(NC(=S)N2CCN(c3ccccn3)CC2)c1	1.1	-9	-3	-3	35	-5	9	-2	37
COc1ccc2nc(NC(=O)c3ccc(Br)s3)sc2c1	0.97	3	1	-1	4	-4	-9	-25	14
O=C(CSc1nnc(NC(=O)c2ccccc2C(=O)O)s1)Nc1ccccc1Cl	0.95	5	60*	-1	3	11	13	9	-11
COC(=O)c1scc(C)c1N/N=C(\C)c1ccc(F)cc1	0.81	20	-2	-2	6	-8	6	4	3
COc1ccccc1N(CC(=O)NCCSc1ccccc1)S(=O)(=O)c1ccccc1	1	-2	1	-5	7	-1	14	3	25
Cc1nn(C)c(C)c1/C=N/NC(=O)CCn1nc(C)c([N+](=O)[O-])c1C	0.98	2	-2	0	-10	-2	11	5	7
CCC(=O)Nc1ccc(C(=O)CSc2nnc(-c3ccc(O)cc3)n2CC2CCCO2)cc1 (stereo not given)	1	-4	4	4	22	-4	5	0	4
CCC(C)NCC(=O)Nc1ccc(S(N)(=O)=O)cc1 (stereo not given)	1.1	-7	0	-2	11	-4	18	0	5
CCC(C)[C@H](NC(=O)N1CCC(Cc2ccccc2)CC1)C(=O)O (stereo not given in full)	1.1	-15	2	1	-16	1	9	4	17
CCCCCN(C(=O)CCC(=O)OCc1cccc(Cl)c1)c1c(N)n(CCCC)c(=O)[nH]c1=O	1	0	2	-4	3	-10	25	-10	4
Cc1cc(Cl)nc2ccc(Cc3ccc4nc(Cl)cc(C)c4c3)cc12	0.91	10	-4	-4	11	-9	7	4	2
CC[C@@H](C)[C@@H]1CN([C@@H](C)CN2CCC[C@H]2CN2C(N)=NC[C@H]2CC(C)C)C(=N)N1CCCC1CCCC1	1.2	-15	0	0	5	1	16	-4	-5
CS(=O)(=O)Nc1ccc2c3c(cccc13)CC2	0.93	7	1	-2	2	-3	13	1	-2
OCc1cc(-c2ccccn2)no1	1	-4	0	-4	-10	3	4	-4	-14
COc1ccccc1C(=O)NNC(=O)CCC(=O)NCc1ccccc1	0.92	8	1	-3	-4	-1	19	-40	-15
O=C(NC1CCCCC1)c1cc(S(=O)(=O)N2CCCCC2)ccc1N1CCOCC1	0.88	12	3	1	0	-6	9	-14	-11
Cc1cc(Nc2ccc3c(c2)OCCO3)c2ccccc2n1	0.95	5	2	1	0	-1	7	-17	-7
CCOC(=O)CN=C1CC(C)(C)CC2=C1Sc1ncnc(N(C)C)c1N2	0.98	2	0	0	-18	9	9	13	0
CS(=O)(=O)N1N=C(c2cccs2)CC1c1ccc(F)cc1 (stereo not given)	1	-4	-3	-3	-2	-6	3	-12	-8
Cc1ccc(-n2nc3c(=O)n(C(C)C(=O)NCc4ccc5c(c4)OCO5)nc(C)c3c2C)cc1 (stereo not given)	1	0	4	-3	5	-3	8	-16	5
O=C(Nc1cc(Cl)cc(Cl)c1)C(NCC1CCCO1)c1ccccc1 (stereo not given)	1.2	-20	-1	-3	23	-5	10	-5	45*
Cc1ccc2cc(C=C(C#N)C#N)c(N3CCCCC3)nc2c1	0.95	5	-3	-4	45*	-2	3	-13	55*
Cc1ccc(N2CCCn3c2cc(C)c(C#N)c3=O)cc1Cl	1	-3	-2	-6	22	-11	-3	-6	25
O=S(=O)(C(=CNc1ccccc1)S(=O)(=O)c1ccccc1)c1ccccc1	0.99	1	0	-2	22	-1	1	0	26
Cc1[nH]c2ccc(Br)cc2c(=S)c1C/C=C/Cl	0.97	2	-4	-1	-4	1	6	-2	26
O=C(NC(=S)Nc1ccccc1)c1cncc(C#Cc2ccccc2)c1	0.86	14	2	-4	-4	5	31	22	-19
Cn1cccc1C(=S)N1CCOCC1	1.1	-7	-1	1	4	-2	-9	-7	10
Cc1ccc(S(=O)(=O)N2C(=O)c3cccc4cccc2c34)cc1	1	-5	14	-6	32	-2	7	15	14
Cc1ccnc(SCC(=O)NC2CC2)n1	0.98	2	-1	-4	10	4	19	-21	9
Cc1nnc(NS(=O)(=O)c2ccc(Br)cc2)s1	1	-3	-3	-1	-4	-2	16	-12	-14
Cc1nc2ccc(NC(=O)c3ccc(S(=O)(=O)N4CCOCC4)cc3)cc2s1	1.1	-10	-8	-3	-12	-6	4	6	8
COC(=O)[C@H](CCSC)NC(=O)Cn1cnc(C(=O)Nc2ccc(C)c(C)c2)n1	0.95	5	1	/	-13	1	/	/	-2

Single entries from above.
A3G deaminase with O=C(NC1CCCCC1)c1cc(S(=O)(=O)N2CCCCC2)ccc1N1CCOCC1 = -6
A3G deaminase with Cc1ccc(S(=O)(=O)N2C(=O)c3cccc4cccc2c34)cc1 = -2
TIM10 inh with O=C(Nc1cc(Cl)cc(Cl)c1)C(NCC1CCCO1)c1ccccc1 (stereo not given) = 23

Later entries.
SMILES	mIAP act	mIAP inh	APOBEC3A inh	beta cell repl	TIM10 inh	A3G deaminase	NLRP3 yeast inh	hIAP inh	tim10-1 inh
C=CCn1c(SCC(=O)NC)nnc1C12CC3CC(CC(C3)C1)C2	1.1	-7	1	-3	2	-7	10	-1	11
Cc1cc(=O)[nH]c(Nc2c(C)n(C)n(-c3ccccc3)c2=O)n1	0.93	7	-5	-1	-3	-8	17	-7	-13
Nc1nc2ccc(C(=O)Nc3ccc(N4CCOCC4)cc3)cc2s1	0.98	2	-2	-3	-12	-2	11	-4	-6
CCOC(=O)c1ccc(N=C2SC(C(=O)NCCc3ccccc3)CC(=O)N2C)cc1 (stereo not given)	1.1	-7	-1	-5	11	1	16	-10	13
O=C(NCCCC(=O)N1CCCCC1)c1ccc(Cl)cc1	0.97	3	0	5	-25	-2	10	5	-2
